Screening data: PubChem, Johns Hopkins Ion Channel Center
CHT block = inhibitors of human choline transporter CHT; 0.86% of 310,000 active; High affinity choline transporter 1 (Homo sapiens), Q9GZV3; AID 488975, 2010; CHT-expressing cells, membrane potential dye, choline response; hits give low values; B-score at 10 µM;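 active = B-score over 3 SD under the library average, and starting fluorescence ratio not unusually high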;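 note: choline stimulus applied at its EC90 after an EC20 pre-addition; B-score computed on integrated fluorescence ratio after choline addition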
KCNQ2 inh = KCNQ2 potassium channel inhibitors, primary screen, cell-based, CHO-K1, FluxOR thallium flux, B-score (AID 2156) | Potassium voltage-gated channel subfamily KQT member 2 (Rattus norvegicus), O88943 | B-score at 10 µM | 20 min; hits give low values | 1.1% of 310,000 active;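 active = fluorescence ratio B-score at most minus 3 library SDs, with starting brightness B-score within 2 library SDs, cut at about -5.5 in these data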
Target sequence (O88943 whole entry, looked up): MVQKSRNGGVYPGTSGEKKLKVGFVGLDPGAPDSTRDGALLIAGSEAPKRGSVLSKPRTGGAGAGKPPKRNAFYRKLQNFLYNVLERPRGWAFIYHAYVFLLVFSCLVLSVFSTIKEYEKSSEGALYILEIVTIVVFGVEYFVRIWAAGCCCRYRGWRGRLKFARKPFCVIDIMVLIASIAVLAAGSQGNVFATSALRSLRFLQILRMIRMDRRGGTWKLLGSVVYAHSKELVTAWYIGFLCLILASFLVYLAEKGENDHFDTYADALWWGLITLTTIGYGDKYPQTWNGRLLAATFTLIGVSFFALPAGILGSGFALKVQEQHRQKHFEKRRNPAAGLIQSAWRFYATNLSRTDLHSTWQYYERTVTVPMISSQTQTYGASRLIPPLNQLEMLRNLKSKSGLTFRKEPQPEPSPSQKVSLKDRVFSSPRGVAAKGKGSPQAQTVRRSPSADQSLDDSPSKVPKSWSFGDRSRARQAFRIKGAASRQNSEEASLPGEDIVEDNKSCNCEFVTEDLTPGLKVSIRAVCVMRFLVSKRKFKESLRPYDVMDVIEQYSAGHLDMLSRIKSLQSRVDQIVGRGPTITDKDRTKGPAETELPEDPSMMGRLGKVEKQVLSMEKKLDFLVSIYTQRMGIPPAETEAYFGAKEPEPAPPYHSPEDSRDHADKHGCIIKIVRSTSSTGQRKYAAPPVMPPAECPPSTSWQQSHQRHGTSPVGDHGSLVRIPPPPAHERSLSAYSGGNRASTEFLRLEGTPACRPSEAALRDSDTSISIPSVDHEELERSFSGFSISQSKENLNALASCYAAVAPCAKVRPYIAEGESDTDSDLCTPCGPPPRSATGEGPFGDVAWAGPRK
Active calls of the source: *; i = inactive; . = not tested or not shown.

no.	Molecule	CHT block	KCNQ2 inh
1	CC(C)OC(=O)CC1=NC(=O)CS1	i	i
2	CC1(C)c2ssc(=S)c2-c2ccccc2N1C(=O)CSC1=NCCS1	i	i
3	CSCC[C@H](NC(=O)Nc1ccccc1C)C(=O)O	i	i
4	C/C(=N/NC(=O)c1cc(C(C)C)[nH]n1)c1cccs1	i	i
5	CCN(c1ccccc1)S(=O)(=O)c1cccc(C(=O)NCc2ccccn2)c1	i	i
6	CCn1c(SCC(=O)Nc2ccc3c(c2)OCO3)nc2c(c1=O)SC(C)C2 (stereo unspecified)	i	i
7	COc1ccc(-c2nn[nH]n2)cc1OC	i	.
8	O=C(NCCCN1CCOCC1)c1ccc(NS(=O)(=O)c2cccc([N+](=O)[O-])c2)cc1	i	i
9	Cc1ccc(C(=O)C2=C(O)C(=O)N(CCCN(C)C)C23C(=O)N(C)c2ccccc23)o1 (stereo unspecified)	i	i
10	O=C(/C=C/c1ccc(Cl)cc1)NC(=S)Nc1ccc(NC(=O)c2ccco2)cc1	i	i
11	CC1CCCCN1C(=O)Cn1nnc(-c2cccnc2)n1 (stereo unspecified)	i	i
12	Cc1sc2c(c1C)C(=O)NC(c1ccccc1F)N2 (stereo unspecified)	i	i
13	CCOC(=O)N1CCN(C2=Nc3cccc4cccc2c34)CC1	-7.09*	i
14	O=C(c1nn2cccnc2c1Cl)N1CCN(c2ccccc2)CC1	i	.
15	COC(=O)c1cc(S(=O)(=O)N2CCOCC2)ccc1Sc1ccccc1N	i	i
16	C=CCc1cccc2cc(C(=O)OCC(=O)c3ccccc3)c(=O)oc12	i	i
17	Oc1ccc2ccccc2c1C=Nc1cc(C(F)(F)F)ccc1N1CCCC1	i	i
18	Cc1ccc(C=C2C(Cl)=C(Cl)C(Cl)=C2Cl)cc1	i	i
19	O=C(CCS(=O)(=O)Cc1ccccc1)Nc1nnc(C(F)(F)F)s1	i	i
20	COc1cc(-c2noc(C)c2C#Cc2nccn2C)cc(OC)c1OC	i	i
21	CCCN1C(=O)N(C)C(N(O)C(=O)NC)C1(C)C (stereo unspecified)	i	.
22	CC(C)OCC(O)CN (stereo unspecified)	i	i
23	COc1cccc(-c2cc(C(=O)Nc3nc4ccccc4s3)c3ccccc3n2)c1	i	i
24	O=C(CSc1nnc(-c2cccs2)o1)N1CCCc2ccccc21	i	i
25	Cc1ccc(CN2CCC(C(=O)Nc3cccc(-c4cccc(F)c4)c3)CC2)o1	i	i
26	Cc1ccc(-c2nnc(NC(=O)C3=COCCO3)o2)c(C)c1	i	i
27	O=C(Nc1cc(SCC(O)CO)cc([N+](=O)[O-])c1)c1ccc(-n2cnnn2)cc1 (stereo unspecified)	i	i
28	C/C(N)=C(/C#N)C(=O)CSc1ccc2c(c1)OCCO2	i	i
29	CCOC(=O)c1cc2c(ccn2C)n1Cc1ccccc1Cl	i	i
30	Cc1ccc(C(=O)CSc2nc3cc(S(=O)(=O)N4CCOCC4)ccc3o2)cc1	i	i
31	S=C(Nc1cccc(Cl)c1Cl)NC1CCN(Cc2ccccc2)CC1	i	i
32	O=C(Nc1ccncc1)Nc1ccc(Br)cc1Cl	i	i
33	O=C(COC(=O)c1cccnc1)Nc1ccc2c(c1)OCO2	i	i
34	COc1cccc(C(=O)Oc2ccc(N3C(=O)CCC3=O)c(C)c2)c1	i	i
35	CCCCCNC(=O)c1ccc2c(=O)n(CCCN3CCCC3=O)c(=S)[nH]c2c1	i	i
36	Clc1ccccc1Cc1noc(CN2CCN(Cc3ccccn3)CC2)n1	i	i
37	CC1=CN2C(=NC(=O)CC2(C)C(=O)N(CC(=O)NC2CCCC2)c2cc(C)cc(C)c2)C=C1 (stereo unspecified)	i	i
38	C=C(C)C1CC=C(C)/C(=N/NC(=O)CNc2ccc(OCC)cc2)C1 (stereo unspecified)	i	i
39	COc1ccc(C(=O)/C=C(/C)N(C)C)cc1	i	i
40	CCNc1ccc(C(=O)O)cc1N	i	i
41	CCOCCCNC(=S)Nc1cc(C)cc(C)c1	i	i
42	COc1ccc(OC)c(-c2csc(-c3cccs3)n2)c1	i	i
43	Nc1c(C(=O)N/N=C/c2cccnc2)oc2nc(-c3ccco3)cc(-c3ccco3)c12	i	i
44	c1ccc(Cn2nnnc2C(c2cccnc2)N2CCN(C3CCCCC3)CC2)cc1 (stereo unspecified)	i	i
45	C/C(=N\NC(=O)COc1cc(C)cc(C)c1)c1ccc(N2CCOCC2)cc1	i	i
46	CC1CCCC(N2CCN(C(=O)c3ccc([N+](=O)[O-])cc3)CC2)C1 (stereo unspecified)	i	i
47	O=C(O)c1ccccc1S(=O)(=O)NCC(O)COC1CCCCC1 (stereo unspecified)	i	i
48	Cc1cc(C)cc(OCC(=O)Nc2nc3ccc([N+](=O)[O-])cc3s2)c1	i	i
49	Cc1ccc(N(CC(N)=O)C2SC(=O)NC2=O)cc1 (stereo unspecified)	i	i
50	O=[N+]([O-])c1ccccc1-c1ccc(CN2CCN(c3ccccc3)CC2)o1	i	i

3 compounds from above, arranged by length of the SMILES, rising.
no.	Molecule	CHT block	KCNQ2 inh
49	Cc1ccc(N(CC(N)=O)C2SC(=O)NC2=O)cc1 (stereo unspecified)	i	i
33	O=C(COC(=O)c1cccnc1)Nc1ccc2c(c1)OCO2	i	i
43	Nc1c(C(=O)N/N=C/c2cccnc2)oc2nc(-c3ccco3)cc(-c3ccco3)c12	i	i

New compounds follow
no.	Molecule	CHT block	KCNQ2 inh
51	Oc1ccc(N=Nc2ccc(Br)cc2)c(O)c1	i	i
52	O=C(c1cc([N+](=O)[O-])ccc1N1CCOCC1)N1CCN(c2ccccc2)CC1	i	i
53	Cc1sc2ncnc(SCC(=O)N3CCCC(C(N)=O)C3)c2c1C (stereo unspecified)	i	i
54	CC1=CCC2C(=O)N(C(C)c3ccccc3)C(=O)C2C1 (stereo unspecified)	i	i
55	COc1cc(NC(=S)N2CCCC(CO)C2)cc(OC)c1 (stereo unspecified)	i	i
56	CNC(=O)CN(c1ccc(C23CC4CC(CC(C4)C2)C3)cc1)S(C)(=O)=O	i	i
57	O/N=C/Cc1[nH]c2ccccc2c1-c1ccccc1	i	i
58	COc1cccc(/C=C/C(=O)OCC(=O)Nc2ccc(N3CCOCC3)cc2)c1OC	i	i
59	O=C(Nc1ccnc(-c2cccnc2)n1)c1cccs1	i	i
60	CC1CN(C(=O)COC(=O)c2ccc(Cl)c(S(=O)(=O)N3CCCCC3)c2)CC(C)O1 (stereo unspecified)	i	i
61	COc1cc(/C=C2\SC(=S)N(N3CCOCC3)C2=O)cc(OC)c1OC	i	i
62	CCc1ccc(Sc2cc(C(=O)NCCN3CCOCC3)c3ccccc3n2)cc1	i	-5.65*
63	COc1ccc(CN2CCNC(=O)C2CC(=O)N2CCCN(C(C)=O)CC2)c(OC)c1 (stereo unspecified)	i	i
64	CCc1ccc(Oc2coc3cc(OCC(=O)Nc4cc(C)ccc4C)ccc3c2=O)cc1	i	i
65	Cn1c(=O)cc(SCC(=O)N2CCN(C3CCCCC3)CC2)c2ccccc21	i	i
66	CCOC(=O)c1c(S(=O)(=O)NCc2ccco2)c(C)n(C)c1C	i	i
67	CCn1cnc2cc(NCc3cccs3)ccc21	i	i
68	CC1CN(C)C(C)C/C1=N\Oc1ccc([N+](=O)[O-])cc1 (stereo unspecified)	i	i
69	CCOC(=O)C1=C(CC)Nc2ccccc2N=C1NC(=O)Cn1cnc2ccccc2c1=O	i	i
70	CC1CCN(C(=O)CSc2nnc(CNC(=O)COc3ccc(Cl)cc3)o2)CC1	i	i
71	COc1ccccc1CNc1nc(=S)[nH]c2cc(OC)c(OC)cc12	i	i
72	NC(=O)COC(=O)CC12CC3CC(CC(Br)(C3)C1)C2	i	i
73	COc1ccc(C(C)=O)cc1COC(=O)CCNS(=O)(=O)c1ccc(C)cc1	i	i
74	N#CCSc1nc2sccc2c(=O)n1-c1ccccc1	-5.53*	i
75	COc1ccc2nc(/N=C/c3c(C)[nH]n(-c4ccc(C)cc4C)c3=O)sc2c1	i	i
76	O=C(N/N=C/c1cc([N+](=O)[O-])ccc1O)C1C2CCCCC21 (stereo unspecified)	i	i
77	CCOCCCNC(=O)CN(c1cc([N+](=O)[O-])ccc1OC)S(C)(=O)=O	i	i
78	CC(c1ccccc1)n1cc(C(=O)NCc2cccnc2)nn1 (stereo unspecified)	i	i
79	Cc1cccc(Cl)c1OCCCN1CCOCC1	i	i
80	O=C(Nc1cccc(-c2cn3ccccc3n2)c1)c1cnccn1	i	i
81	Cc1ccccc1C(=O)Nc1ccccn1	i	i
82	COCCOC(=O)c1c(NC(=O)CN2CCc3ccccc32)sc(C(N)=O)c1C	i	i
83	Cc1nn(-c2ccccc2)c(N2CCCC2)c1/C=N/Nc1ccc(S(N)(=O)=O)cc1[N+](=O)[O-]	-4.97*	i
84	Cn1cnnc1SCC(=O)Nc1ccccc1C(=O)NC1CC1	i	i
85	Cc1ccc(NC(=O)CO/N=C/c2ccc(N(C)C)cc2)cc1	i	i
86	O=C(CN1C(=O)C2C3C=CC(C3)C2C1=O)N1CCc2ccccc2C1 (stereo unspecified)	i	i
87	Cc1ccc(C23CC4CC(CC(C(=O)N5CCN(C)CC5)(C4)C2)C3)cc1	i	i
88	CCN(CC)c1ccc(C=C2C(=O)OC3(CCCC3)OC2=O)cc1	i	i
89	CC(=O)N(C(C)=O)N1C(=O)c2cccc3c(N4CCOCC4)ccc(c23)C1=O	i	i
90	Cc1ccc(OCCC(=O)Nc2c(C)n(C)n(-c3ccccc3)c2=O)cc1	i	i
91	CCc1c(O)nc(SC2CC(=O)N(c3ccc(F)c(Cl)c3)C2=O)[nH]c1=O (stereo unspecified)	i	i
92	COc1ccc(/C(C)=N/NC(=O)c2ccncc2)cc1[N+](=O)[O-]	i	i
93	Cc1nc(C(=O)Nc2cccc(Cl)c2)nn1-c1cc(OC(C)C)c(Cl)cc1Cl	i	i
94	N#CC(C#N)=Cc1cccn1-c1ccc(S(N)(=O)=O)cc1	i	i
95	O=C1c2ccccc2C(=O)N1CSc1nnc2c3ccccc3n(CCc3ccccc3)c2n1	i	i
96	CNC(=S)N/N=C(\C)c1cccc([N+](=O)[O-])c1	i	i
97	COCC(=O)Nc1ccc(N(C)C)cc1	i	i
98	O=C(CNC(=S)N(Cc1ccccc1F)C1CCCCC1)NC1CC1	i	i
99	CCOCCCNC(=O)c1ccc(/C=C2\Oc3ccccc3N(C)C2=O)cc1	i	i
100	CC(=O)c1cccc(NC(=O)CSc2nnc(C(C)N(C)C)n2Cc2ccccc2)c1 (stereo unspecified)	i	i

Whole records, quoted from the list. Order of screens: CHT block | KCNQ2 inh
`Cn1cnnc1SCC(=O)Nc1ccccc1C(=O)NC1CC1` in the list: i | i
`O=C(CN1C(=O)C2C3C=CC(C3)C2C1=O)N1CCc2ccccc2C1` (stereo unspecified) in the list: i | i
`CCOCCCNC(=O)CN(c1cc([N+](=O)[O-])ccc1OC)S(C)(=O)=O` in the list: i | i
`N#CC(C#N)=Cc1cccn1-c1ccc(S(N)(=O)=O)cc1` in the list: i | i

The list continues.
no.	Molecule	CHT block	KCNQ2 inh
101	COc1ccc(/C=C/c2ccncc2)cc1	i	i
102	Cc1ccc(NS(=O)(=O)c2ccc(NC(=O)c3ccccc3C(=O)O)cc2)cc1C	i	i
103	O=C(NCCCO)c1ccc(CSc2nc3ccccc3c(=O)[nH]2)cc1	i	i
104	COc1ccccc1Nc1nc2c(C)cccc2cc1C#N	i	i
105	COc1cc(C(=O)Nn2c(O)c(C3=c4ccccc4=NC3=O)sc2=S)ccc1O	i	i
106	O=C1C=C(NCC2CCCO2)CC(c2ccccc2)C1 (stereo unspecified)	.	i
107	Cc1cc(C)n(C(=O)C2CCCN2S(=O)(=O)c2ccc(Cl)cc2)n1 (stereo unspecified)	i	i
108	Cc1nc(Cl)cc(CS(=O)(=O)c2ccc(Cl)cc2)n1	i	i
109	COc1ccc(C2C(Oc3ccccc3C)C(=O)N2Cc2ccc(F)cc2)cc1OC (stereo unspecified)	i	i
110	CC(=O)N1C(=O)NC2=C(C(=O)CCC2)C1c1cccc([N+](=O)[O-])c1 (stereo unspecified)	i	i
111	OC[C@H]1O[C@H](OC[C@H]2O[C@H](OC[C@H]3O[C@H](O[C@]4(CO)O[C@H](CO)[C@@H](O)[C@@H]4O)[C@H](O)[C@@H](O)[C@@H]3O)[C@H](O)[C@@H](O)[C@H]2O)[C@H](O)[C@@H](O)[C@H]1O	i	i
112	CCN(CC(=O)Nc1c(F)cccc1F)C(=O)Cc1ccccc1	i	i
113	Cc1cc(C(F)(F)F)nc(SCC(=O)Nc2ccccc2)n1	i	i
114	CCOC(=O)C1CCCN(c2c(N3CCOCC3)c(=O)c2=O)C1 (stereo unspecified)	i	i
115	CN(Cc1c(F)cccc1Cl)C(=O)c1cccc(S(=O)(=O)NCc2ccccc2)c1	i	i
116	Cc1ccc(CN2C(=O)CCSc3ccc(Cl)cc32)cc1	i	i
117	CCCCN(C(=O)C1CC(=O)N(Cc2ccc(C)cc2)C1)c1c(N)n(CCCC)c(=O)[nH]c1=O (stereo unspecified)	i	i
118	Cc1nn(CC(C)C)c(Cl)c1C(=O)N(C)CC(=O)Nc1c(Cl)cccc1Cl	i	i
119	O=S(=O)(c1ccc(NC(=S)N2CCN(c3ccccc3F)CC2)cc1)N1CCOCC1	i	i
120	CC(C)C(c1nnnn1Cc1ccccc1)N1CCN(Cc2ccco2)CC1 (stereo unspecified)	i	i
121	COC(=O)c1ccc(/C=C(\C#N)c2nc3ccccc3s2)cc1	i	i
122	O=C(Nc1ccccc1)c1ccc2ccccc2n1	i	i
123	CC1COc2ccccc2N1S(=O)(=O)c1cc(Cl)ccc1Cl (stereo unspecified)	i	i
